Source: PubChem BioAssay
PostGolgi yeast – growth inhibition of a yeast mutant, post-Golgi transport screen | post-Golgi transport phenotypic cell assay | inhibition, % at 10 µM | 98,000 compounds, 0.9% hits;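 note: yeast cells grown in 1536-well plates; yeast grown about 18 h at 30C before absorbance read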
EphB4 ephrin blk – EphB4-ephrin-B2 interaction antagonism; 97,000 compounds, 0.15% hits; AID 720; EphB4 LBD / TNYL-RAW-Alexa532 peptide, fluorescence polarization; P54760; inhibition, % at 7 µM;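 active = inhibition above the screen-wide mean inhibition plus 3 SD, cut at about 15% in these data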;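 note: 0% = DMSO wells and 100% = excess unlabeled TNYL-RAW peptide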
HIV Rev-RRE inh – disrupts HIV-1 Rev binding to RRE RNA; 97,000 compounds, 0.79% hits; inhibition, % at 8 µM; Rev peptide-RRE RNA binding, FRET;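 active = inhibition above the screen-wide mean plus 3 SD, cut at about 35% in these data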;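 note: 0% = median DMSO wells and 100% = median Neomycin B control wells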
Target sequence (P05866 whole entry, looked up): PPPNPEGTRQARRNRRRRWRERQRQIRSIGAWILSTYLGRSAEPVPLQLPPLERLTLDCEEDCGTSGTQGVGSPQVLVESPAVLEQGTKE
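Assay system: Labelled RRE RNA duplex and labelled Rev peptide | Times: 5 min preincubation and 15 min binding, 25 °C | Detection: FRET, ex 480 nm, em 540 and 671 nm | Evaluation: % inhibition of FRET ratio versus controls | Benchmarks: DMSO wells as 0% and neomycin B wells as 100% inhibition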
PostGolgi ctrl – growth of the yeast control strain, post-Golgi counter-screen. efflux-deficient yeast background strain, growth absorbance A615, 16 h. inhibition, % at 10 µM. 98,000 compounds, 5% hits. AID 738
S1P2 blocker – blocks the human S1P2 receptor; O95136; inhibition, % at 5 µM; cell-based S1P2 antagonist assay, inhibition at 5 uM; 97,000 compounds, 0.21% hits; in the data active = inhibition above about 45%;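 note: CRE beta-lactamase reporter cells expressing human S1P2 stimulated with S1P; 0% = agonist at EC80 alone and 100% = agonist plus reference antagonist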
Target sequence (O95136 whole entry, looked up): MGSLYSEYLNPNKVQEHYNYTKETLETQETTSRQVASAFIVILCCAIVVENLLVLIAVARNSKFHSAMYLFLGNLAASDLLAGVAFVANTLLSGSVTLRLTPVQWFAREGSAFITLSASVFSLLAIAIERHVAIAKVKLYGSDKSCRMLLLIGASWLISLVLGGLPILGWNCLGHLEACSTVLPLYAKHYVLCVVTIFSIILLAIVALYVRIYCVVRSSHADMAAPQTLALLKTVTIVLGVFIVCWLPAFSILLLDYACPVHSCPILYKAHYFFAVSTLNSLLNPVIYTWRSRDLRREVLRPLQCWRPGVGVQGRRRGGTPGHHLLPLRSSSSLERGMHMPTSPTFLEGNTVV
PTPN22 act – increases human PTPN22 phosphatase activity. Q9Y2R2. recombinant LYP, DiFMUP fluorescence; 0 = plate median, 100 = signal doubled. activation, % at 2 µM. 96,000 compounds, 0.11% hits. AID 697;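 active = activation at 2 µM above a set limit, the mean plus 5 SD, cut at about 37% in these data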
FAK blocker – FAK (human) kinase inhibition. biochemical FAK kinase activity assay. inhibition, %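 (tested at 7 µM)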. Q05397. 97,000 compounds, 0.84% hits; in the data active = inhibition above about 19%;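 note: 0% = DMSO and 100% = reference compound high control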
LYP inh 2 – LYP (human) phosphatase inhibition; Q9Y2R2; recombinant LYP catalytic domain, DiFMUP fluorescence; 96,000 compounds, 0.21% hits; AID 640; inhibition, % at 2 µM;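 active = inhibition at 2 µM at or above a set limit, the screen mean plus 3 SD, cut at about 24% in these data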;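 note: 0% = DMSO with enzyme and 100% = enzyme fully blocked by orthovanadate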
S1P2 agonist – S1P2 (human) receptor agonism | O95136 | S1P2-expressing cell line, agonist reporter read-out | activation, % at 4.5 µM | 97,000 compounds, 0.46% hits; in the data active = activation above about 16%;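 note: 0% = vehicle low control and 100% = maximal reference agonist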
* = called active by the depositor; . = no result given; [ ] = dose if it differs, or a comment. Cut-off read from the data, not from the text of the source, unless noted: active = inhibition above about 30%; inactive = the rest. The order is random, and some 7% of all compounds hit somewhere here.

SMILES	PostGolgi yeast	EphB4 ephrin blk	HIV Rev-RRE inh	PostGolgi ctrl	S1P2 blocker	PTPN22 act	FAK blocker	LYP inh 2	S1P2 agonist
COCCn1nnnc1CN(CCCN1CCOCC1)Cc1cc2c(C)ccc(C)c2[nH]c1=O	-1	4	5	-3	12	-6	-3	10	-5
COC(=O)c1c(NC(=O)CSc2nnnn2C)sc(C)c1C	0	3	3	30	-12	8	-2	-10	-3
COc1ccc(-c2nc(CS(=O)CC(=O)N3CCc4ccccc4C3)c(C)o2)cc1 (stereo not drawn)	-3	-6	8	5	-14	1	-4	-3	-5
Cc1noc(NS(=O)(=O)c2ccc(NC(=O)c3ccoc3C)cc2)c1C	1	1	3	-1	5	-1	-1	-3	-2
CCc1c(C(=O)NC2CCCCC2)[nH]c(C)c1C(C)=O	-4	-1	-2	8	-2	10	4	-12	-1
Cn1c(-c2sc3cc(C(F)(F)F)cnc3c2-c2ccccc2)n[nH]c1=S	-4	-10	-1	11	13	-2	-2	2	-2
NC(=O)CN1C(=O)C2C3c4ccccc4C(c4ccccc43)C2C1=O (stereo not drawn)	3	-8	-2	2	-1	9	-2	-7	-2
COCCCNC(=O)c1c(N)n(/N=C/c2ccccn2)c2nc3ccccc3nc12	8	2	-5	19	6	-12	-1	10	1
Cn1c(=O)c(Cc2ccccc2)c(O)c2ccccc21	2	8	8	49*	7	2	-1	-1	-5
CCOC(=O)C1CCN(S(=O)(=O)c2ccc(-c3nc4ccccc4s3)s2)CC1	0	4	2	11	9	-5	12	2	-8
C=CCOc1cccc(C2/C(=C(/O)c3ccc(F)cc3)C(=O)C(=O)N2CCN2CCOCC2)c1 (stereo not drawn)	-9	-6	-3	22	0	-4	-1	2	-2
Cc1ccc2c(c1)N(CC(=O)c1cccc(Cl)c1)C(=O)C(C)O2 (stereo not drawn)	-8	-4	10	-15	-18	-4	0	4	-3
O=C(Nc1nc2c(s1)C(=O)CCC2)c1ccccc1	0	1	1	7	13	9	-4	-9	-2
O=[N+]([O-])c1ccccc1/C=N/N1CCN(c2ccccn2)CC1	0	5	1	27	15	-3	-1	6	-5
CCN(CC)CCCNC(=O)c1cc2c(=O)n(C)c3ccccc3c2n1C	-1	-9	0	7	-8	-6	2	4	-4
COc1cc(NC(=O)c2cc3sccc3n2C)cc(OC)c1	-8	8	9	-2	10	-12	4	8	-9
O=C(O)C1C2C=CC3(CN(Cc4ccco4)C(=O)C13)O2 (stereo not drawn)	-2	-3	6	1	-12	.	0	.	-2
CC(=O)C1=C(C)NC(=O)NC1c1ccccc1OCC(=O)NCCc1ccccc1 (stereo not drawn)	3	2	6	8	-6	2	-2	1	-2
O=C(NCC1CCCO1)c1ccc(S(=O)(=O)N2CCCCC2)cc1 (stereo not drawn)	2	-7	6	11	7	3	-1	-1	-5
CN(c1cccc(NC(=O)Cc2ccccc2)c1)S(C)(=O)=O	0	-3	3	-1	9	1	-1	-5	-3
Fc1ccc2nc(N3CCCCC3)sc2c1	.	2	9	.	4	-1	2	0	-4
Cc1ccc(S(=O)(=O)NCc2n[nH]c(=S)n2C)cc1	1	-1	4	2	16	7	-5	-4	-3
C[C@@]12CC(=O)NC1N(C(=O)c1cccc(C(F)(F)F)c1)C(c1ccccc1O)C2 (stereo partly drawn)	2	-4	2	-7	-24	-8	2	5	0
CCSc1nnc(-c2cccnc2)n1-c1ccc(Cl)c(C)c1	3	1	2	-3	-5	3	0	-5	-2
O=C(CSCc1ccccc1)N/N=C/c1ccccc1OCc1ccccc1	6	-6	11	11	-11	0	-2	3	-1
CC(=O)c1cccc(NC(=S)NC(=O)CC(C)C)c1	-1	-1	-2	6	6	-2	-1	5	-6
Cc1cccc(NC(=O)c2cc(NC(=O)c3ccco3)ccc2Cl)n1	11	4	3	-1	-10	7	2	-8	0
CC(C)n1c(-c2ccco2)csc1=Nc1cccnc1	-3	0	-3	26	25	1	8	0	-3
O=C(Nc1nnc(Cc2ccc(Cl)cc2)s1)c1ccco1	1	3	9	7	-8	-5	1	2	3
Cc1ccc(C2CC2C(=O)NNC(=S)Nc2ccc(Cl)cc2)cc1 (stereo not drawn)	.	8	-6	.	1	0	1	-1	-3
CCCCNCc1cc(Cl)c(OCCC)c(OCC)c1	-28	2	1	18	-8	0	1	2	1
Cc1cc(C)n2c(SCC(=O)Nc3ncc(C(F)(F)F)cc3Cl)nnc2n1	0	-4	8	17	7	-3	0	4	-9
COc1ccc(C2C(C#N)=C(N)N(c3cccnc3)C3=C2C(=O)CCC3)cc1Cn1cc([N+](=O)[O-])cn1 (stereo not drawn)	9	-1	35	3	-21	-1	9	3	-6
O=C1CCCN1c1ccc(S(=O)(=O)N2CCN(c3ccccn3)CC2)cc1	1	0	4	1	7	1	1	-2	-5
COC(=O)C1=C(C)Nc2ncnn2C1c1ccccn1 (stereo not drawn)	3	-1	8	9	2	0	2	4	-7
CC(=NCCCN(C)C)C1=C(O)c2ccccc2C1=O	-4	-4	2	3	-3	4	0	-4	-6
COc1ccc(-c2c3c(nc4sc(C(=O)Nc5ccccc5)c(N)c24)CCC3)cc1	.	0	-2	.	3	-10	0	10	-2
FC(F)(F)c1cc(C(F)(F)F)c2ccc(N/N=C/c3ccccc3)nc2n1	-4	-8	1	1	12	-10	-8	9	-2
CCOC(=O)CC(NC(=O)c1ccco1)c1ccccc1Cl (stereo not drawn)	-2	-2	1	-7	6	3	0	-4	0
Cc1cc(=O)oc(C)c1C(=O)Nc1ccc2nsnc2c1	10	-2	9	-7	16	-8	0	4	-3
O=C(N/N=C/c1ccncc1)c1nc(-c2ccccc2)n2c1CCCCC2	0	4	10	-5	10	0	-4	3	0
Cc1ccc(C(=O)Nc2sc3c(c2C#N)CCCCC3)cc1C	.	6	8	.	7	-4	0	1	-5
Cc1ccc(-n2nnnc2SCC(N)=O)c(C)c1	5	-1	5	4	3	-1	1	1	0
CCOC(=O)C1=C(O)C(=O)N(c2ccc(S(N)(=O)=O)cc2)C1c1ccc(OC)cc1 (stereo not drawn)	1	5	3	9	10	1	1	-2	-2
Cc1ccc(Cl)cc1NC(=O)CSC(N)=O	-4	-2	9	9	-22	-19	1	22	-1
CCn1c(CNC(=O)C23CC4CC(CC(C4)C2)C3)nnc1SCC(=O)Nc1nnc(C)s1	-6	-3	1	1	1	2	2	-5	-6
O=C(NCc1ccc(N2CCCC2=O)cc1)NC1CCCCC1	-4	6	10	4	-3	-9	2	10	-6
CCn1nnc(NC(=O)c2sc3ccccc3c2Cl)n1	.	1	5	.	-17	11	-1	-12	-8
Cc1ccc(C(=O)NC(=S)Nc2ccccc2C(F)(F)F)cc1C	5	2	0	13	-1	-4	-3	6	-2
Cc1cc(NC2CCCCC2)nc(-c2ccccc2O)n1	5	1	11	18	-11	3	6	-1	-3
CCOC(=O)Cn1c(=S)[nH]c2c(oc3ccc(Cl)cc32)c1=O	-9	3	4	24	-3	10	-2	-8	-3
COc1ccccc1C(=O)NC(=S)N1CCCc2ccccc21	-1	-2	-6	3	-3	7	-2	-3	-6
CNC(=O)C1=NCCCc2cc(OC)c(OC)cc21	3	2	8	20	5	9	-1	-4	-5
COc1ccc(NS(=O)(=O)c2ccc(NC(=O)c3cnn4c(C(F)F)cc(-c5ccc(C)cc5)nc34)cc2)cc1	-10	5	7	0	5	5	3	-1	-6
CC(=O)N1N=C(c2ccco2)CC1c1cccs1 (stereo not drawn)	-1	0	2	7	8	-8	2	12	-2
Nc1nnc(Cc2ccc(Cl)cc2)s1	3	10	6	23	-6	6	-3	-9	-1
CCOC(=O)CC(NC(=O)c1ccco1)c1ccc(OC)cc1 (stereo not drawn)	-8	2	3	6	14	1	-3	2	-2
CCOc1ccc2oc(C(=O)Nc3ccc(N4CCOCC4)cc3)c(C)c2c1	1	4	2	1	-7	11	1	-8	-2
O=C(CC1C(=O)NC2CCCCC2N1C(=O)c1ccc(F)cc1)Nc1ccccc1 (stereo not drawn)	-2	1	2	-3	-3	-12	1	15	-1
CCOc1cccc(OCCCCn2ccnc2)c1	4	1	4	2	9	-6	-1	4	83*

(listing goes on)
SMILES	PostGolgi yeast	EphB4 ephrin blk	HIV Rev-RRE inh	PostGolgi ctrl	S1P2 blocker	PTPN22 act	FAK blocker	LYP inh 2	S1P2 agonist
Cc1ccc(C)c2[nH]c(=O)c(CN(CCN3CCCC3)C(=O)Nc3ccc(F)cc3)cc12	-11	-3	6	1	-2	-4	-2	2	-4
Cc1cccc(NC(=O)Nc2cccc(F)c2)n1	-7	2	4	23	16	2	7	-3	-2
O=C(CCn1[nH]c(=O)c2ccccc2c1=O)OC1CCCCC1	-1	-6	5	5	10	-11	-1	9	-10
C=CCNC(=O)c1ccncc1	-1	-3	6	-5	2	0	-1	-4	-4
O=C(c1cc2ccccc2oc1=O)N(Cc1ccccc1)C1CCS(=O)(=O)C1 (stereo not drawn)	-4	-3	0	4	0	12	-3	-12	-1
CC(=O)N1CCCc2cc(S(=O)(=O)NC(C(=O)NC(C)c3ccccc3)C(C)C)ccc21 (stereo not drawn)	-3	-11	0	-4	5	0	3	-2	-2
Nc1cc(=O)[nH]c(SCC(=O)N2CCc3ccccc3C2)n1	7	2	2	13	-2	8	-1	-11	-2
Cn1c(CS(=O)Cc2c(Cl)cccc2Cl)nnc1SCc1ccc(Cl)cc1 (stereo not drawn)	23	6	3	3	5	3	-3	0	-4
CCOCCOC(=O)CCSc1n[nH]c(=O)[nH]c1=O	2	4	10	3	14	-6	3	2	-2
CCN(CC)C(=S)SCC(=O)c1ccc(F)cc1	2	5	2	8	9	6	-5	-2	-4
CCCOc1cc(N(CC)CC)ccc1/C=C(/C#N)c1nc2ccc(C)cc2[nH]1	-3	-7	133*[fluorescence artefact?]	17	1	-7	3	10	0
CC1CC1C(=O)OCC(=O)NCc1ccc(Cl)cc1 (stereo not drawn)	-5	0	0	-10	1	12	-1	-17	-2
CC(NC(=O)C1CCCN(S(=O)(=O)c2cccc3nonc23)C1)c1ccccc1 (stereo not drawn)	1	-3	8	14	-6	-5	0	1	-6
CCCn1c(-c2ccc(OC)cc2)nc2c(=O)n(C)c(=O)[nH]c21	14	-9	1	23	2	4	2	-1	-7
CCC(C)N=C1SCC(C)(/C=N/O)S1 (stereo not drawn)	-9	-1	5	-8	15	-6	-2	4	-4
CCOC(=O)CCC(=O)Nc1ccccc1C(N)=O	-5	11	7	2	6	0	5	-1	-8
Cc1cccc(-c2cc3nc4c(c(NCc5ccco5)n3n2)CCCC4)c1	3	-1	1	42*	-8	-3	1	5	-6
COc1cc(NC(=O)CN(C)S(=O)(=O)c2ccc3c(c2)CCC(=O)N3)cc(OC)c1	0	-1	-4	12	1	6	-1	-7	-3
O=C(Nc1nnc(CC(=O)N2CCOCC2)s1)C1COc2ccccc2O1 (stereo not drawn)	5	-7	6	0	2	1	-6	-4	-5
Cc1occc1C(=O)NCCCc1ccccc1	-5	-5	4	9	7	0	-4	-2	-4
c1ccc(CSc2nnc3c(n2)OC(c2ccco2)Nc2ccccc2-3)cc1 (stereo not drawn)	-3	-4	6	27	19	7	-3	-12	-7
O=C1CCC(=O)N1c1cccc(-c2nc3ccccc3o2)c1	5	.	.	-4	.	3	.	-4	.

Results in EphB4 ephrin blk, for some of the entries so far:
| SMILES | EphB4 ephrin blk |
| --- | --- |
| CCOC(=O)CCC(=O)Nc1ccccc1C(N)=O | 11 |
| Cc1cccc(-c2cc3nc4c(c(NCc5ccco5)n3n2)CCCC4)c1 | -1 |
| COc1cc(NC(=O)CN(C)S(=O)(=O)c2ccc3c(c2)CCC(=O)N3)cc(OC)c1 | -1 |
